# Compound activity (PubChem BioAssay)
# HRas wt GTP = modulators of GTP binding to human HRas wildtype; GTP binding activity, % at 10 µM; P01112; GST-Ras wt beads, Bodipy-FL-GTP binding, flow cytometry; actives lie on both sides; AID 759; actives 0.14% (n = 190,000);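 active = GTP binding activity at least 20% away from the 100% baseline, either lowered as inhibitor or raised as activator; inconclusive = flagged as likely green fluorescent, judged across all proteins in the well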;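 note: 0% = unlabeled GTP competition control and 100% = no-compound control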
# Bim-Bcl-2 = disrupts Bim peptide binding to human Bcl-2. P10415. Bead-based flow cytometry, Bim peptide-Bcl-2 binding. inhibition, % at 10 µM. actives 0.06% (n = 190,000). AID 950; in the data active = inhibition above about 40%; inconclusive = no clear call, values can overlap the other calls;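 note: 0% = no compound wells with probe peptide and 100% = reference peptide inhibitor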
# Target sequence (P10415 whole entry, looked up): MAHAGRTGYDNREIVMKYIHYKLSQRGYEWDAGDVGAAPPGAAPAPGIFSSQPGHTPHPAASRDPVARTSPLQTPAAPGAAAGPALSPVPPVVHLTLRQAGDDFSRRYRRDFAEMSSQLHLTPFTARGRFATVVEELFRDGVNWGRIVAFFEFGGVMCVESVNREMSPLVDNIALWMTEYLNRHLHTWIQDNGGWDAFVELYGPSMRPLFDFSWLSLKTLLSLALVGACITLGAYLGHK
# Rac1 wt GTP bind = modulators of human Rac1 wildtype GTP binding. P63000. GST-Rac1 beads, fluorescent GTP binding, flow cytometry; actives lie on both sides; 0 = cold GTP competed, 100 = untreated. GTP binding activity (% of control), % at 10 µM. actives 0.27% (n = 190,000);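 active = GTP binding activity at least 20 points away from the 100% control level, either lower or higher; inconclusive = compound flagged as likely green fluorescent, judged across all proteins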
# Rab2 wt GTP = changes GTP binding to wildtype dog Rab2A, up or down. P61105. GST-Rab2 wt beads, Bodipy-GTP binding, flow cytometry. GTP binding activity, % at 10 µM. actives 0.19% (n = 190,000). AID 760;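 active = GTP binding activity at least 20 points away from 100%, either lowered or raised; inconclusive = signal likely due to the compound's own green fluorescence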;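 note: 0% = beads with excess unlabeled GTP and 100% = no-compound control corrected for plate trend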
# Rab7 wt GTP bind = modulators of GTP binding to dog Rab7 wildtype GTPase; GTP binding activity (percent of control), % at 10 µM; GST-Rab7 beads, fluorescent GTP binding, flow cytometry; actives lie on both sides; untreated = 100%, excess cold GTP = 0%; actives 0.055% (n = 190,000);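 active = fluorescent GTP binding to Rab7 beads changed by at least 20 points from the 100% baseline, either direction, mostly lower; inconclusive = compound itself probably fluorescent, or too few beads counted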;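 note: median green fluorescence of bound Bodipy-FL-GTP per Rab7 bead population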
# Bim-Bfl-1 = human Bim-Bfl-1 interaction inhibition. Q16548. Bead-based flow cytometry, Bim-Bfl-1 binding inhibition. inhibition, % at 10 µM. actives 0.12% (n = 190,000);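 note: 0% = wells without compound plus tracer and 100% = blocker peptide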
# Bcl-XL Bim block = human Bim-Bcl-XL interaction inhibition. Q07817. Bim peptide-Bcl-XL binding, bead flow cytometry, fluorescence. inhibition, % at 10 µM. actives 0.04% (n = 190,000)
# Target sequence (Q07817 whole entry, looked up): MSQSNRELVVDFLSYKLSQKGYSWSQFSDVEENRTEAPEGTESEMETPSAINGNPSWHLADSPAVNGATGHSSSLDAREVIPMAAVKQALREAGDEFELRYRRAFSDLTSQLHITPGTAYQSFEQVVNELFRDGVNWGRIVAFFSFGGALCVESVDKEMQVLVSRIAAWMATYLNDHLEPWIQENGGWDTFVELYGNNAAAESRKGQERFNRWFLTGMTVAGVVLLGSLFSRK
# Rac1 mut GTP = human Rac1 activated mutant GTP binding change; actives 0.11% (n = 190,000); AID 764; P63000; GST-Rac1 activated beads, fluorescent GTP binding, flow cytometry; actives lie on both sides; 100% means binding = to untreated wells; percent activity (GTP binding), % at 10 µM;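 active = GTP binding at least 20 percentage points away from the 100% baseline, in either direction, so actives lie on both sides; inconclusive = Compound likely fluorescent itself, or too few beads counted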
# Bcl-B Bim block = inhibitors of Bim-Bcl-B interaction, human. Q9HD36. bead-based flow cytometry, Bim peptide-Bcl-B binding. inhibition, % at 10 µM. actives 0.073% (n = 190,000);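 note: 0% = tracer peptide without compound and 100% = reference inhibitor peptide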
# Target sequence (Q9HD36 whole entry, looked up): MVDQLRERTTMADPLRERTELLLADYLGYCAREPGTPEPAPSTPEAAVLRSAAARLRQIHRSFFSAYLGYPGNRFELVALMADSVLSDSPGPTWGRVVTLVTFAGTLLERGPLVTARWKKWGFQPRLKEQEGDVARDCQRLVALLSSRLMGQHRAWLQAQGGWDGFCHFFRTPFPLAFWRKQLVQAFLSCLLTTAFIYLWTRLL
# Cdc42 wt GTP = human Cdc42 wildtype GTP binding change, either direction | P60953 | GST-Cdc42 beads, Bodipy-GTP binding, flow cytometry; actives lie on both sides | percent activity (GTP binding), % at 10 µM | actives 0.2% (n = 190,000) | AID 761;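 active = percent activity GTP binding at least 20 points away from the 100% baseline, either down as inhibitor or up as activator; inconclusive = compound flagged as likely green fluorescent from well-wide comparison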;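 note: median bead fluorescence of bound Bodipy-FL-GTP at 100 nM; 0% = excess unlabeled GTP control and 100% = no compound control; below 100% means less GTP binding so inhibitor and above means activator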
# Target sequence (P60953 whole entry, looked up): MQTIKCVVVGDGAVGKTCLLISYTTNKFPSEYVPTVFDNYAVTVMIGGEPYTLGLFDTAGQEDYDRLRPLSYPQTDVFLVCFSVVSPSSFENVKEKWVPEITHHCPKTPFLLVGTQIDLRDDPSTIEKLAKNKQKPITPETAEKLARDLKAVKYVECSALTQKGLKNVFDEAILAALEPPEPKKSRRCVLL
# Bcl-W Bim block = human Bim-Bcl-W interaction inhibition | actives 0.02% (n = 190,000) | Q92843 | inhibition, % at 10 µM | AID 952 | bead-based flow cytometry, Bim peptide-Bcl-W binding;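 note: 0% = bound tracer without compound and 100% = peptide blocker; higher means less fluorescent Bim peptide bound to Bcl-W beads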
# Target sequence (Q92843 whole entry, looked up): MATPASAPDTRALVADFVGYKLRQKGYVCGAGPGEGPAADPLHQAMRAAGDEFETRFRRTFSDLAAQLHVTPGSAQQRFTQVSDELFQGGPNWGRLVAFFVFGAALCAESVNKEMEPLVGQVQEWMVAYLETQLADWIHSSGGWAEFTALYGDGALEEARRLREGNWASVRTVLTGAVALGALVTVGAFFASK
# Active calls of the source: *; ? = inconclusive; [ ] = dose if it differs, or a comment. Cut-off read from the data, not from the text of the source, unless noted: active = inhibition above about 40%.
entry	canonical_smiles	HRas wt GTP	Bim-Bcl-2	Rac1 wt GTP bind	Rab2 wt GTP	Rab7 wt GTP bind	Bim-Bfl-1	Bcl-XL Bim block	Rac1 mut GTP	Bcl-B Bim block	Cdc42 wt GTP	Bcl-W Bim block
1	CC(C)c1nnc(NC(=O)CN2C(=O)c3ccccc3C2=O)s1	97	2	97	98	96	3	-5	95	2	96	2
2	Cc1ccc(CN(CC(=O)NC(C)(C)C)C(=O)CNC(=O)c2cccs2)cc1	?	2	?	?	?	6	4	?	3	?	2
3	CC(=O)Nc1ccc(Sc2ccccc2C(=O)N2CCCC2)cn1	98	-3	100	98	96	-6	-1	98	-9	99	-5
4	Cc1ccccc1NC(=O)Cn1c(=O)n(CC2CCCO2)c(=O)c2ccccc21 (stereo not given)	99	-2	104	104	108	-3	0	99	-1	99	0
5	CCN(Cc1ccccc1)C(c1cc2cc(C)cc(C)c2[nH]c1=O)c1nnnn1CCOC (stereo not given)	97	-2	92	97	96	0	1	97	-2	97	-2
6	COc1ccc(N/N=C(\C#N)C(N)=O)cc1	100	-1	103	97	103	-6	-5	99	-1	101	-5
7	CC(C)(C)NC(=O)COc1ccc(CNCc2ccccn2)cc1	?	-4	?	?	?	-9	0	?	-1	?	-1
8	CCN1C(=O)C(CC(=O)N2CCN(C(c3ccccc3)c3ccccc3)CC2)N(CC)C1=O (stereo not given)	95	0	92	95	91	-3	5	95	0	97	-6
9	O=C(O)COc1cccc(NC(=O)c2ccccc2)c1	98	1	101	98	96	6	3	96	4	101	1
10	COc1ccc(CCNC2=CC(=O)N(c3ccc(F)cc3)C2=O)cc1	99	-3	100	98	96	-10	-4	97	-4	99	0
11	Cc1ccccc1OCCn1cc(C(=O)O)c2ccccc21	124*[activator]	-7	151*[activator]	126*[activator]	122*[activator]	-14	-6	128*[activator]	-4	123*[activator]	0
12	O=C(CNC(=O)Cn1cnc2sc3c(c2c1=O)CCCC3)NCc1ccccn1	102	-5	106	104	101	-7	-3	103	-7	104	1

entry	canonical_smiles	HRas wt GTP	Bim-Bcl-2	Rac1 wt GTP bind	Rab2 wt GTP	Rab7 wt GTP bind	Bim-Bfl-1	Bcl-XL Bim block	Rac1 mut GTP	Bcl-B Bim block	Cdc42 wt GTP	Bcl-W Bim block
13	O=C(Nn1cnnc1)c1csc2ccccc12	96	-4	94	97	95	-1	-2	94	-1	99	0
14	O=C(O)c1cccc(S(=O)(=O)Nc2ccc(O)c(Sc3nc4ccccc4s3)c2)c1	96	1	93	96	99	8	-6	90	-4	91	-4
15	Cc1ccc(C2=[N+]([O-])C(C)(C)N(O)C2(C)C)cc1	102	-5	104	102	102	-13	-3	102	-8	101	-4
16	O=C(N/N=C\c1c(O)ccc2ccccc12)c1ccc(Cn2cccn2)o1	101	2	101	101	104	4	-2	98	-14	98	1
17	Cc1ccc(NC(=O)CCN2C(=O)CSC2=O)cc1	100	12	101	99	99	5	3	98	-1	98	0
18	CCC(C)(C)NC(=O)C(OC(=O)c1ccco1)c1ccccc1OC (stereo not given)	101	-8	105	99	98	-13	-3	100	-9	104	2
19	CCOC(=O)c1ccc(N2C(=O)CC(N3CCN(C(=O)c4ccccc4)CC3)C2=O)cc1 (stereo not given)	97	-2	101	99	97	-5	-1	98	0	98	0
20	O=C1CCC(=O)N1CCC(c1ccc(F)cc1)c1ccco1 (stereo not given)	103	-8	113	100	101	-13	-5	101	-4	103	1
21	C(=N\Nc1nc2ccccc2[nH]1)/c1ccc2c(c1)OCO2	96	0	91	97	105	2	8	93	-5	94	6
22	C/C(=C\C(=O)c1ccccc1)Nc1ccc(N2CCOCC2)cc1	101	0	103	100	100	-1	-1	100	-7	100	2
23	COC(=O)c1ccc(CSc2nnc(NC(=O)C3CCCO3)s2)cc1 (stereo not given)	101	-9	109	100	103	-10	-4	101	-7	103	0
24	O=C(Nc1ccccc1)c1ccccc1CCc1ccccc1	105	-2	107	103	107	-2	-1	101	-6	105	-3

entry	canonical_smiles	HRas wt GTP	Bim-Bcl-2	Rac1 wt GTP bind	Rab2 wt GTP	Rab7 wt GTP bind	Bim-Bfl-1	Bcl-XL Bim block	Rac1 mut GTP	Bcl-B Bim block	Cdc42 wt GTP	Bcl-W Bim block
25	N/C(=N\OC(=O)Cc1ccc([N+](=O)[O-])cc1)c1cccc(Br)c1	96	-5	96	95	96	-6	-6	95	-6	93	-2
26	C/C(=N/OCO/N=C(\C)c1ccccc1)c1ccccc1	99	-12	103	97	98	-12	-7	100	-9	102	-7
27	CCOC(=O)C1CCN(Cc2ccc(F)cc2)CC1	102	0	104	100	101	0	-5	101	-2	105	-4
28	CC(=O)OC(C(=O)NC1CCCCC1)c1ccccc1 (stereo not given)	100	-10	105	99	95	-11	-5	102	-4	105	0
29	Cc1onc(-c2c(F)cccc2Cl)c1C(=O)Nc1cccc(Cn2cccn2)c1	97	-1	93	93	94	-3	-3	94	-2	96	-2
30	CCOc1ccccc1NC(=O)[C@@H](NC(=O)c1cccc(S(=O)(=O)N2CCOCC2)c1)C(C)C	97	-5	101	97	96	-1	0	96	-1	97	1
31	CC(C)c1ccc(NC(=O)CSc2ncccc2C(=O)Oc2cccc([N+](=O)[O-])c2)cc1	99	-6	103	98	102	-10	-7	98	-4	101	-4
32	COC(=O)C1=NNCC12CC(=O)N(c1ccc(Br)cc1)C2=O (stereo not given)	102	-16	105	101	103	-9	-9	101	-6	105	-6
33	Clc1nc(Nc2ccc(N3CCOCC3)cc2)c2ccccc2n1	96	0	103	98	97	0	5	95	3	100	2
34	CCOC(=O)C(NC(C)=O)C(=O)Nc1ccc(C(C)(C)C)cc1 (stereo not given)	92	0	95	93	97	6	3	94	2	93	0
35	O=[N+]([O-])c1cc(CN2CCN(c3ccccc3)CC2)c(O)c2ncccc12	96	4	98	96	95	4	1	93	-3	95	2
36	CCOc1ccc(C(=O)NC2=NCCS2)cc1	92	0	93	95	100	0	-3	93	0	89	-4

entry	canonical_smiles	HRas wt GTP	Bim-Bcl-2	Rac1 wt GTP bind	Rab2 wt GTP	Rab7 wt GTP bind	Bim-Bfl-1	Bcl-XL Bim block	Rac1 mut GTP	Bcl-B Bim block	Cdc42 wt GTP	Bcl-W Bim block
37	O=C(NC(=S)NNC(=O)c1ccccc1[N+](=O)[O-])c1ccccc1	99	-11	103	100	100	-1	-10	100	-16	101	-6
38	CCOc1cc(C2CC(=O)Nc3cc(C)c(C)cc32)ccc1O (stereo not given)	99	-2	97	98	99	-7	1	97	-5	99	4
39	Cc1ccc(-n2cc(-c3ccccc3)c3c(NN4CCOCC4)ncnc32)cc1	101	3	104	100	104	0	-4	100	-5	104	0
40	CCOCCCNc1nc2ccccc2[nH]1	100	-6	101	97	102	-8	6	95	-8	103	4
41	O=C(COC(=O)c1cncc(Br)c1)NCc1ccc2c(c1)OCO2	94	-2	95	93	102	-1	-3	91	-3	90	0
42	CC(C)(C)c1ccc(OCCCC(=O)Nc2ccc(S(N)(=O)=O)cc2)cc1	98	-4	101	98	96	-2	0	99	2	96	-3
43	O=C(Nc1cc(=O)[nH]c2ncnn12)c1ccccc1Cl	102	-8	103	98	95	-20	-8	97	-9	100	-3
44	CCN(CC)S(=O)(=O)c1ccc(C(=O)NCCSc2c[nH]c3ccccc23)cc1	99	0	105	101	102	0	-4	97	-8	101	-1
45	Cc1ccc(S(=O)(=O)N=Nc2c(O)[nH]c3ccccc23)cc1C	104	-12	111	102	102	-12	-4	100	-9	105	2
46	COc1cccc2cc(C(=O)N(C)C)c(=O)oc12	96	-10	91	93	94	-13	-2	93	-8	94	-3
47	COc1cnc(-c2ccccc2)nc1Oc1cccc(C)c1C	105	-2	105	103	101	-11	-2	100	-6	104	0
48	CCn1c(SC)nc2c(c1=O)SC(C)C2 (stereo not given)	101	6	104	103	100	7	-3	102	-1	103	-4

entry	canonical_smiles	HRas wt GTP	Bim-Bcl-2	Rac1 wt GTP bind	Rab2 wt GTP	Rab7 wt GTP bind	Bim-Bfl-1	Bcl-XL Bim block	Rac1 mut GTP	Bcl-B Bim block	Cdc42 wt GTP	Bcl-W Bim block
49	CCCc1nc2ccccc2c(C(=O)OCC(=O)NCc2ccc3c(c2)OCO3)c1CC	98	-1	101	99	103	0	-1	99	-3	99	0
50	Cc1nnc(C)n1/N=C/c1cc(Br)ccc1O	95	-3	92	97	89	0	0	93	-3	96	-1
51	CC(C)n1cc(CN2CCN(CCc3ccccc3)C(CCO)C2)cn1 (stereo not given)	97	0	97	97	97	-1	1	97	-7	97	-1
52	Cc1cc2c(cc1C)NC(CC(=O)NCc1ccccc1)C(=O)N2 (stereo not given)	97	14	99	98	99	20	11	93	8	99	5
53	CCC(C)C(NC(N)=O)C(=O)Nc1ccc(S(=O)(=O)Nc2ccc(OC)cc2)cc1 (stereo not given)	99	-7	102	100	101	-7	-5	96	-10	100	-3
54	CCCC(C)NS(=O)(=O)c1ccc(OC)c(C)c1 (stereo not given)	102	-13	105	103	101	-19	-7	101	-7	101	-1

# Rewritten with two lines to a compound: entries from further up.
# Values in the order – HRas wt GTP	Bim-Bcl-2	Rac1 wt GTP bind	Rab2 wt GTP	Rab7 wt GTP bind	Bim-Bfl-1	Bcl-XL Bim block	Rac1 mut GTP	Bcl-B Bim block	Cdc42 wt GTP	Bcl-W Bim block
20	O=C1CCC(=O)N1CCC(c1ccc(F)cc1)c1ccco1 (stereo not given)
    103	-8	113	100	101	-13	-5	101	-4	103	1
21	C(=N\Nc1nc2ccccc2[nH]1)/c1ccc2c(c1)OCO2
    96	0	91	97	105	2	8	93	-5	94	6
22	C/C(=C\C(=O)c1ccccc1)Nc1ccc(N2CCOCC2)cc1
    101	0	103	100	100	-1	-1	100	-7	100	2
23	COC(=O)c1ccc(CSc2nnc(NC(=O)C3CCCO3)s2)cc1 (stereo not given)
    101	-9	109	100	103	-10	-4	101	-7	103	0
24	O=C(Nc1ccccc1)c1ccccc1CCc1ccccc1
    105	-2	107	103	107	-2	-1	101	-6	105	-3
25	N/C(=N\OC(=O)Cc1ccc([N+](=O)[O-])cc1)c1cccc(Br)c1
    96	-5	96	95	96	-6	-6	95	-6	93	-2
26	C/C(=N/OCO/N=C(\C)c1ccccc1)c1ccccc1
    99	-12	103	97	98	-12	-7	100	-9	102	-7
27	CCOC(=O)C1CCN(Cc2ccc(F)cc2)CC1
    102	0	104	100	101	0	-5	101	-2	105	-4
28	CC(=O)OC(C(=O)NC1CCCCC1)c1ccccc1 (stereo not given)
    100	-10	105	99	95	-11	-5	102	-4	105	0
29	Cc1onc(-c2c(F)cccc2Cl)c1C(=O)Nc1cccc(Cn2cccn2)c1
    97	-1	93	93	94	-3	-3	94	-2	96	-2
30	CCOc1ccccc1NC(=O)[C@@H](NC(=O)c1cccc(S(=O)(=O)N2CCOCC2)c1)C(C)C
    97	-5	101	97	96	-1	0	96	-1	97	1
31	CC(C)c1ccc(NC(=O)CSc2ncccc2C(=O)Oc2cccc([N+](=O)[O-])c2)cc1
    99	-6	103	98	102	-10	-7	98	-4	101	-4

# Outcome played no part in choosing rows. About 0.62% of those tested had a hit in this group.
